# S100A4 inh HTS: S100A4-myosin IIA interaction inhibition. actives 0.14% (n = 360,000). inhibition, % at 10.7 µM. S100A4/TAMRA-MyoIIA peptide fluorescence polarization. P26447;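 active = mean inhibition of at least 70% across replicates, with every replicate also reaching that level; inconclusive = mean inhibition reaches 70% but some replicates fall short; inactive = mean inhibition below 70%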
# Target sequence (P26447 whole entry, looked up): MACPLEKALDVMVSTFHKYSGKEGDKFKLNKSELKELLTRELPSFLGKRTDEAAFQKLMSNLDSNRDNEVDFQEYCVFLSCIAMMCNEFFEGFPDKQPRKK
#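 Test system: S100A4 monomer protein; Medium: HEPES pH 7.2 with CaCl2, KCl, NaCl, DTT, Triton; Probe or stimulus: TAMRA-labelled myosin IIA heavy-chain peptide probe, 5 nM; Doses: one dose per compound; Times: polarization read 5 min after assay mix addition, stable 5–60 min; Benchmarks: neutral control DMSO, positive control TFP.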
# esBAF inh: inhibitors of esBAF chromatin remodeling in mouse ES cells; Bmi1-luciferase knock-in reporter, 24 h; 100% = twice the neutral-well signal; actives 2% (n = 350,000); AID 602393; reporter increase, % at 12.5 µM; in the data active = activation above about 40%; inconclusive = no clear call, values can overlap the other calls;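 also: 0% = median of the plate's neutral control wells and 100% = double that signal; a rise in the Bmi1 reporter signal indicates esBAF inhibition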
# E-selectin induc: induces E-selectin expression in human endothelial cells | P16581 | HUVEC E-selectin immunofluorescence imaging; normalized: neutral wells 0, TNF-alpha wells 100 | activation, % at 7.58 µM | actives 0.37% (n = 260,000);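 active = mean E-selectin-positive cell signal at least 10% of the positive control, reached in at least 60% of replicates, without over 20% cell loss; inconclusive = no rule given, readout overlaps actives, possibly toxicity-flagged; inactive = the rest, including those meeting only one limit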;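 also: in these data hits start at about 27%; measured in HUVEC primary endothelial cells; signal is the percent of cells scored E-selectin positive by PE staining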
# Target sequence (P16581 whole entry, looked up): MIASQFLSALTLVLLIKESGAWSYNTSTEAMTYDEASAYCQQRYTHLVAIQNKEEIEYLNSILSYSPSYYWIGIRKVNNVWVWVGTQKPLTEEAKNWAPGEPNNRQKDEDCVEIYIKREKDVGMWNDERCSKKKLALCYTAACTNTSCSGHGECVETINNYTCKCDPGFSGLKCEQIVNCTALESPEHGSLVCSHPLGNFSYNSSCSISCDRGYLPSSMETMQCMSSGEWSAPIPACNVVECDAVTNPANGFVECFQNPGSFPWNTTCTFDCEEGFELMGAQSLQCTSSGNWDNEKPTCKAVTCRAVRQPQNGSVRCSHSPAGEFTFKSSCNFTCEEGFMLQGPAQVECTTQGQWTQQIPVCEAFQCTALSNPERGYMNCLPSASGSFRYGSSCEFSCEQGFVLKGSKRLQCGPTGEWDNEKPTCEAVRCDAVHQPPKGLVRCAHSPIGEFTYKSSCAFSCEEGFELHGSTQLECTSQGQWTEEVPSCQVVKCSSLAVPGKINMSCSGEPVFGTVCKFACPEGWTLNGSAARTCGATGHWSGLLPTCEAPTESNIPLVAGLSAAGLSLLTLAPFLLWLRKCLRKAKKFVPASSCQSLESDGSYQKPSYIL
#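 Test system – human umbilical vein endothelial cells (HUVEC), E-selectin induction · Input – 3,000 HUVEC seeded per well · Buffer or medium – EGM-2, gelatin · Compound dosing – single-point compound dose · Detection – immunofluorescence imaging · Measure – percent E-selectin-positive cells · Controls – TNF-alpha high, DMSO low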
# XiGFP reactiv: X-chromosome reactivation activator. XiGFP mouse fibroblasts, % GFP-positive cells imaging, 3 d; cells co-treated with 5-aza-dC sensitizer; scaled so ellipticine positive control = 100%. activation, % at 7.58 µM. actives 0.055% (n = 360,000). AID 743238;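 active = mean normalized replicate activation at least 10% and every replicate at or above 10%; inconclusive = only one of the two criteria met; inactive = mean below 10% and not all replicates reach 10%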;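 also: 0% = median of on-plate neutral control wells and 100% = ellipticine 6 µM median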
#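 Material: SV40-immortalized XiGFP fibroblast cells, line 68-5-11 | Buffer or medium: DMEM containing 5-aza-dC | Dosing: One concentration, pinned | Times: 3 d treatment, 15 min room-temperature fixation | Controls: Ellipticine 6 µM positive control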
# RAD52 inh: blocks human RAD52 DNA annealing; recombinant RAD52 DNA annealing, FRET fluorescence; inhibition, % at 18.7 µM; actives 0.46% (n = 360,000); AID 651710;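 active = every replicate showing at least 50% inhibition; inconclusive = mean inhibition at least 50% but not in every replicate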
# RAD54 branch: RAD54 (human) branch migration inhibition | Q92698 | RAD54 Holliday junction branch migration, FAM/BHQ fluorescence | inhibition, % at 10.4 µM | actives 0.14% (n = 360,000) | AID 602329;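 active = mean normalized replicate activity at least 40 and at least half of replicates scoring 40 or more; inconclusive = only one of the two criteria met; inactive = mean below 40 and under half of replicates reaching 40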;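 also: 0% = median of neutral control wells and 100% = median of positive control wells; inhibitors cause a drop in the FAM fluorescence signal; in these data hits start at about 50%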
# FN deposition inh: fibronectin deposition inhibition; actives 0.086% (n = 350,000); AH1F fibroblasts, Alexa488-fibronectin deposition fluorescence, overnight; inhibition, % at 12.6 µM; AID 743247;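 active = mean inhibition across replicates of 30% or more, regardless of how many single replicates reach that level; inconclusive = mean under 30% yet at least half of replicates reach 30%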;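 also: positive control wells lacked labelled fibronectin entirely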
#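 Material: AH1F fibroblasts assembling fluorescent fibronectin matrix; amount: 10000 AH1F cells/well; medium: DMEM, 2% serum; reagent: Alexa488-fibronectin, 24 nM final in well; dosing: single compound dose, delivered by pin transfer; incubation: 1 h adhesion, overnight exposure; detection: fluorescence after three HBSS washes, excitation 485 nm, emission 525 nm; measure: fibronectin deposition inhibition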
# EWS-Fli block: EWS/Fli transcriptional activity inhibition; inhibition, % at 12.6 µM; A673 NR0B1-luciferase reporter, viability-normalised; actives 0.67% (n = 350,000);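 active = mean inhibition of at least 50% after viability correction, with every replicate also passing that limit; inconclusive = mean reaches 50% but only one of two replicates passes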;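 also: firefly luciferase signal divided by Alamar Blue viability fluorescence both relative to DMSO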
# An asterisk follows results filed as active; ? = inconclusive; · = not tested or not shown; & = joins results of further samples.
SMILES,S100A4 inh HTS,esBAF inh,E-selectin induc,XiGFP reactiv,RAD52 inh,RAD54 branch,FN deposition inh,EWS-Fli block
CCCC(=O)NC(C)c1nc2ccccc2n1CC (configuration not stated),3.9,-3.9,-0.1,-0.1,-2.4,-8.2,2.3,-1.7
CC(C)NC(=O)C1C(c2ccc(C(F)(F)F)cc2)=Nc2ccccc2N1C(=O)c1ccco1 (configuration not stated),-6.0,·,0.2,0.0,-7.8,·,8.2,-5.4
CCC(C)(C)NC(=O)C(c1ccccn1)N(C(=O)c1csnn1)C1CCCCC1 (configuration not stated),-6.4,·,3.1,0.0,-9.7,·,13.4,3.0
NC(=O)CC(NC(=O)Cc1cccc2ccccc12)c1ccc(NCCc2ccccc2F)c([N+](=O)[O-])c1 (configuration not stated),1.4,-2.1,·,0.0,-30.8,7.6,1.8,13.7
CN(C)C(=O)[C@@]1(Cc2ccccc2)COC(c2ccc(OCCCO)cc2)=N1,7.0,·,·,·,21.1,-4.2,·,-4.6
Cc1ccc([C@@H]2C[C@H]3[C@@H](CN2S(=O)(=O)c2ccc(Cl)cc2)C(=O)C[C@@H](c2ccc(C)cc2)N3S(=O)(=O)c2ccc(Cl)cc2)cc1,-6.6,-4.6,0.1,0.0,-10.9,-7.2,1.3,-5.6
C[C@H]1CN([C@@H](C)CO)S(=O)(=O)c2ccc(C#CC3CC3)cc2O[C@H]1CN(C)Cc1cccc(F)c1,19.6,-3.0,0.6,0.3,-19.8,3.7,-1.0,-0.3
COc1ccc(C(=O)CCC(=O)NCCc2ccccc2F)cc1,-2.0,1.3,-0.2,0.1,-12.6,5.8,2.5,4.3
CC1CCc2c(sc3ncn(Cc4ccc(C(=O)O)cc4)c(=O)c23)C1 (configuration not stated),-4.2,12.3,-0.5,0.0,-37.8,6.6,1.2,-2.3
Cc1ccc(C(=O)N=c2sccn2C)o1,-3.5,·,-0.7,0.1,-5.2,-6.8,-7.1,-28.1
COc1ccc(NC(=O)Nc2ccc3c(c2)CC(=O)N([C@@H](C)CO)C[C@@H](C)[C@H](CN(C)Cc2ccc4c(c2)OCO4)O3)cc1,3.3,0.4,0.2,0.0,1.2,-3.1,·,9.1
COc1ccc(OC)c2sc(NC(=O)C3COc4ccccc4O3)nc12 (configuration not stated),1.2,6.1,·,0.2,-3.8,-4.2,-4.2,8.3
C[C@@H]1CN([C@@H](C)CO)C(=O)c2c(c3ccccc3n2C)-c2ccccc2CO[C@H]1CN(C)Cc1cccc(F)c1,-6.7,·,-0.6,0.2,5.0,·,-0.4,-0.3
COc1cc(NCCCn2ccc(NC(=O)OCc3ccccc3)nc2=O)cc(OC)c1OC,-8.5,1.9,·,0.5,-7.5,6.2,-5.5,-0.1
C[C@@H]1CN([C@@H](C)CO)C(=O)Cc2cc(NC(=O)Cc3cn(C)c4ccccc34)ccc2O[C@@H]1CN(C)Cc1ccc(C(=O)Nc2ccccc2N)cc1,-7.8,6.1,·,0.8,12.3,-5.0,·,32.1
COc1ccc(C(=O)NCC(=O)OCC(=O)Nc2ncc(Cl)cc2Cl)cc1[N+](=O)[O-],-5.5,-5.3,·,-0.1,-27.5,-11.1,-8.9,8.1
NC(=O)c1ccccc1OCC(=O)Nc1ccc2c(c1)OCCO2,-6.1,?,·,0.0,7.0,1.1,·,-51.0
O=C(NCc1cccnc1)c1cc(Sc2ccc(F)cc2F)nc2ccccc12,0.1,1.0,0.3,0.3,-3.4,6.4,12.6,0.3
COc1ccc(CCNC(=O)CCCC(=O)n2nc(C)c3ccccc32)cc1OC,-1.9,-3.2,·,0.3,-13.0,1.2,-1.7,0.2
Cc1cc(C)cc(NC(=O)CCN2CCOCC2)c1,0.4,-13.8,-0.2,0.0,-10.0,-5.7,-0.3,20.5
COc1ccc(CNCc2cccn2C)cc1,-2.9,2.2,0.0,0.6,5.4,-3.0,-3.8,9.8
O=C(NC(Cc1ccccc1)C(=O)N1CCN(S(=O)(=O)c2ccccc2)CC1)c1ccccc1 (configuration not stated),1.5,0.9,·,0.4,-4.0,-0.3,5.9,-3.3
COc1cccc(CN2CCNC(=O)C2CC(=O)N(C)Cc2nc(C)cs2)c1OC (configuration not stated),-9.4,·,-0.1,0.0,-19.5,1.2,1.9,·
Cc1ccc(/C=C2\C(=O)Nc3ccccc32)o1,-0.3,·,-0.2,0.0,-19.0,·,5.4,10.6
COc1ccc(NC(=O)Nc2ccc3c(c2)C(=O)N([C@@H](C)CO)C[C@H](C)[C@@H](CN(C)S(=O)(=O)c2cn(C)cn2)OCCCC[C@H](C)O3)cc1,·,-2.3,0.1,0.2,·,9.3,·,-13.3

# Single entries from above.
# COc1ccc(NC(=O)Nc2ccc3c(c2)C(=O)N([C@@H](C)CO)C[C@H](C)[C@@H](CN(C)S(=O)(=O)c2cn(C)cn2)OCCCC[C@H](C)O3)cc1 @ XiGFP reactiv: 0.2
# CN(C)C(=O)[C@@]1(Cc2ccccc2)COC(c2ccc(OCCCO)cc2)=N1 @ RAD54 branch: -4.2

# (next part)
SMILES,S100A4 inh HTS,esBAF inh,E-selectin induc,XiGFP reactiv,RAD52 inh,RAD54 branch,FN deposition inh,EWS-Fli block
CCCNC(=O)N1CC2(C1)CN(S(C)(=O)=O)[C@H](CO)c1c2c2ccc(OC)cc2n1C,3.7,·,-0.1,0.0,8.5,·,-0.4,-9.8
CC(Sc1ccc2nnc(-c3ccc(F)cc3)n2n1)C(=O)O (configuration not stated),-4.3,-1.1,-1.1,0.0,-9.8,-1.7,4.2,-3.4
Cc1csc(SCC(=O)NCc2ccccc2)n1,15.1,·,2.4,-0.1,-12.8,·,-2.4,4.4
C[C@@H]1CN([C@@H](C)CO)C(=O)c2cccc(NC(=O)Nc3ccc(C(F)(F)F)cc3)c2O[C@@H]1CN(C)C(=O)Nc1ccc(F)cc1,-6.1,-2.7,·,-0.9,3.6,-2.1,·,-0.6
Cc1ccc(S(=O)(=O)N(C)Cc2ccc(C(=O)N/N=C/c3ccc(OC(F)F)cc3OC(F)F)cc2)cc1,-1.6,·,·,-0.1,-9.5,-4.7,-11.1,18.3
Cc1ccc(NC(=O)Cn2ncc3c([nH]c4ccccc43)c2=O)cc1Cl,-5.1,-6.5,·,0.2,-6.1,11.0,0.0,0.5
CCn1nc(NS(=O)(=O)c2ccc([N+](=O)[O-])cc2)c2cc3ccc(C)cc3nc21,-4.1,-2.6,·,0.3,-10.0,-0.3,-2.9,8.7
CCn1cc(CN2CCc3c([nH]c4ccccc34)C2c2cccc(OC)c2OC)c(C)n1 (configuration not stated),-0.1,0.7,·,0.0,4.2,-1.5,·,19.1
Nc1nnc(SCc2nc3scc(-c4ccccc4)c3c(=O)[nH]2)s1,27.3,8.7,-0.5,·,-180.1,·,2.9,1.5
COc1ccc(-c2nn(-c3ccccc3C)cc2CNCCc2cnc[nH]2)cc1F,-1.2,-1.1,·,0.0,-27.6,-1.7,-5.3,1.9
O=C(Nc1ccccc1F)N1CC(=O)N2[C@H](CO)[C@@H](c3ccc(C#CC4CCCC4)cc3)[C@H]2C1,6.0,·,0.0,0.1,12.4,·,7.9,-8.8
COc1cc2c3c([nH]c2cc1F)C(=O)NCC3,0.4,-10.6,0.1,0.0,-19.2,2.6,-10.5,0.0
O=C(NCc1ccc2c(c1)OCO2)c1c(Cl)cccc1Cl,-0.3,-6.6,1.5,0.1,-16.3,2.5,10.8,9.9
O=C(c1ccccc1)C1C(c2ccccc2)C1[N+](=O)[O-] (configuration not stated),-2.7,6.7,-0.1,0.1,-12.7,-7.5,6.8,-6.8
COc1ccc(C2=NN(CC(=O)Nc3cc(C)ccc3C)C(=O)CC2)cc1,-0.2,-7.6,0.0,0.0,-17.0,-1.5,10.0,0.2
C#CCNC(=O)C1=C[C@@H](c2ccc3c(c2)OCO3)[C@H](CCCO)[C@@H](OCC)O1,0.9&14.8,5.6,-0.2,0.9,-4.7&2.1,-0.8,16.6,-5.3&-6.0
CCc1ccc(NC(=S)N2CCN(c3cccc(C(F)(F)F)c3)CC2)cc1,·,7.4,4.0,·,·,18.3,7.1,·
COc1ccccc1CNC(=O)CS(=O)(=O)c1ccccc1,-9.9,·,-0.7,0.0,-27.9,1.0,1.9,·
COc1cc(-c2cc(NC=O)c3ncc(-c4ccc(C(C)=O)cc4)n3c2)ccc1O,1.5,-13.5,1.8,0.1,-1.3,-0.8,13.8,-3.5
O=C(c1cc(-c2cccc(O)c2)on1)N1CCCCC1,-3.7,-16.6,·,0.1,-2.9,9.5,-4.8,9.0
COc1ccc(NC(=O)N(C)C[C@@H]2Oc3c(NC(=O)Nc4c(C)noc4C)cccc3C(=O)N([C@H](C)CO)C[C@H]2C)cc1,3.0,-3.8,0.0,0.3,-6.9,-4.6,·,-2.7
O=C(N[C@H]1CC[C@H](CCn2cc(C3(O)CCCC3)nn2)O[C@H]1CO)C1CCC1,-0.1,7.6,0.6,0.1,-1.5,0.9,·,-1.3
C[C@@H]1CN([C@H](C)CO)C(=O)Cc2cc(NC(=O)c3ccncc3)ccc2O[C@H]1CN(C)Cc1ccncc1,-2.4,0.4,0.2,-0.9,3.2,10.2,·,-4.7

# Compound profiles, as listed above.
# C[C@@H]1CN([C@H](C)CO)C(=O)Cc2cc(NC(=O)c3ccncc3)ccc2O[C@H]1CN(C)Cc1ccncc1 across the screens: S100A4 inh HTS = -2.4; esBAF inh = 0.4; E-selectin induc = 0.2; XiGFP reactiv = -0.9; RAD52 inh = 3.2; RAD54 branch = 10.2; FN deposition inh = ·; EWS-Fli block = -4.7
# Cc1ccc(NC(=O)Cn2ncc3c([nH]c4ccccc43)c2=O)cc1Cl across the screens: S100A4 inh HTS = -5.1; esBAF inh = -6.5; E-selectin induc = ·; XiGFP reactiv = 0.2; RAD52 inh = -6.1; RAD54 branch = 11.0; FN deposition inh = 0.0; EWS-Fli block = 0.5
# O=C(N[C@H]1CC[C@H](CCn2cc(C3(O)CCCC3)nn2)O[C@H]1CO)C1CCC1 across the screens: S100A4 inh HTS = -0.1; esBAF inh = 7.6; E-selectin induc = 0.6; XiGFP reactiv = 0.1; RAD52 inh = -1.5; RAD54 branch = 0.9; FN deposition inh = ·; EWS-Fli block = -1.3

# Bioassay records (PubChem BioAssay)
